# From PubChem BioAssay
# HTR5A ag: HTR5A agonists in luminescence cell assay, primary screen, counter-screen for OPRM1-OPRD1 heterodimer agonist project, full-deck HTS; 5-hydroxytryptamine receptor 5A (Homo sapiens), P47898; cell-based; activation, % at 9.3 µM; 340,000 tested, 0.61% active; in the data active means activation mostly above about 9.5%, no sharp cut-off; inactive means mostly below about 7.6%;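 further: 0% = cells with vehicle only and 100% = reference agonist; strong numbers were not always called active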
# V-ATPase pHluor: regulators of yeast V-ATPase proton pumping, primary screen, pHLuorin cytosolic pH fluorescence | S. cerevisiae | response, % at 10 µM | 350,000 tested, 0.37% active; in the data active means response mostly above about 7.3%, no sharp cut-off; inactive means mostly below about 5.4%; further: actives read high; inactives centre near 0; some compounds called inactive have numbers as strong as hits; reference of the scale not given here
# PKA-R1A act: activators of PKA-R1A holoenzyme, primary screen, biochemical, fluorescence polarization, Cy5-IP20, bovine R1A, mouse PKAc. PKA-R1A dissociation; scaled: DMSO 0%, 113 µM cGMP 100%. 340,000 tested, 0.083% active. cAMP-dependent protein kinase type I-alpha regulatory subunit (Bos taurus) + …. activation, % at 11.4 µM;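 active means percent activation above the mean of all tested compounds plus 3 SD, cut at about 19% in these data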;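 further: higher means more PKAc released from R1A so a rise in polarization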
# OPRM1-OPRD1 ag: agonists of OPRM1-OPRD1 heterodimerization, primary screen, cell-based, luminescence; cells; activation, % at 9.3 µM; 340,000 tested, 0.3% active; AID 504326, 2011; in the data active means activation above about 18%;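 further: 0% = vehicle-treated cells and 100% = reference agonist; values of inactives mirror those of a sister screen read the other way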
# HTR5A inv ctr: HTR5A inverse agonists in luminescence cell assay, primary screen, counter-screen for OPRM1-OPRD1 heterodimer inverse agonist project, full-deck HTS. 5-hydroxytryptamine receptor 5A (Homo sapiens), P47898. HTR5A cell line, inverse agonism. inhibition, % at 9.3 µM. 340,000 tested, 0.083% active. AID 504634, 2011; in the data active means inhibition mostly above about 23%, no sharp cut-off; inactive means mostly below about 18%;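 further: 0% = cells with DMSO and 100% = no-cell wells with DMSO; some compounds called inactive have numbers as strong as hits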
# OPRM1-OPRD1 inv: inverse agonists of MOR-DOR heterodimerization, primary screen, cell-based, luminescence. Mu-type opioid receptor (Homo sapiens) + Delta-type opioid receptor (Homo sapiens), …. cell-based MOR-DOR heterodimer luminescence, inverse agonism. inhibition, % at 9.3 µM. 340,000 tested, 0.21% active. AID 504357, 2011; in the data active means inhibition above about 22%, passing the limit was not always enough;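 further: 0% = cells with DMSO and 100% = wells without cells with DMSO; values of inactives mirror those of a sister screen read the other way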
# PKA-R2B activ: activators of PKA-R2B holoenzyme, primary screen, biochemical, fluorescence polarization, Cy5-IP20, human. cAMP-dependent protein kinase catalytic subunit beta (Homo sapiens) + cAMP-dependent …. PKA-R2B holoenzyme dissociation; R2B truncated from residue 108, S112A mutant; 0% DMSO only, 100% 113 µM cGMP. activation, % at 11.4 µM. 340,000 tested, 0.079% active;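 active means activation above a cutoff set at the mean over all compounds plus 3 SD, cut at about 18% in these data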;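 further: higher means more holoenzyme dissociation and a rise in polarization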
# Pemphigus Ab inh: inhibitors of pemphigus antibody binding to DSG3, primary screen, biochemical, bead-based, flow cytometry, scFv-GFP. 310,000 tested, 0.48% active. DSG3-coupled beads, scFv-anti-DSG3-GFP binding; hits give low values. AID 588358, 2011. binding (percent of control), % at 10 µM. Desmoglein-3 (Homo sapiens), P32926;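 active means binding more than 3 SD below its plate's average and above zero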;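 further: hits lower antibody fragment binding to DSG3; some compounds called inactive have numbers as strong as hits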
# Target sequence (P32926 whole entry, looked up, the tested form may be a part): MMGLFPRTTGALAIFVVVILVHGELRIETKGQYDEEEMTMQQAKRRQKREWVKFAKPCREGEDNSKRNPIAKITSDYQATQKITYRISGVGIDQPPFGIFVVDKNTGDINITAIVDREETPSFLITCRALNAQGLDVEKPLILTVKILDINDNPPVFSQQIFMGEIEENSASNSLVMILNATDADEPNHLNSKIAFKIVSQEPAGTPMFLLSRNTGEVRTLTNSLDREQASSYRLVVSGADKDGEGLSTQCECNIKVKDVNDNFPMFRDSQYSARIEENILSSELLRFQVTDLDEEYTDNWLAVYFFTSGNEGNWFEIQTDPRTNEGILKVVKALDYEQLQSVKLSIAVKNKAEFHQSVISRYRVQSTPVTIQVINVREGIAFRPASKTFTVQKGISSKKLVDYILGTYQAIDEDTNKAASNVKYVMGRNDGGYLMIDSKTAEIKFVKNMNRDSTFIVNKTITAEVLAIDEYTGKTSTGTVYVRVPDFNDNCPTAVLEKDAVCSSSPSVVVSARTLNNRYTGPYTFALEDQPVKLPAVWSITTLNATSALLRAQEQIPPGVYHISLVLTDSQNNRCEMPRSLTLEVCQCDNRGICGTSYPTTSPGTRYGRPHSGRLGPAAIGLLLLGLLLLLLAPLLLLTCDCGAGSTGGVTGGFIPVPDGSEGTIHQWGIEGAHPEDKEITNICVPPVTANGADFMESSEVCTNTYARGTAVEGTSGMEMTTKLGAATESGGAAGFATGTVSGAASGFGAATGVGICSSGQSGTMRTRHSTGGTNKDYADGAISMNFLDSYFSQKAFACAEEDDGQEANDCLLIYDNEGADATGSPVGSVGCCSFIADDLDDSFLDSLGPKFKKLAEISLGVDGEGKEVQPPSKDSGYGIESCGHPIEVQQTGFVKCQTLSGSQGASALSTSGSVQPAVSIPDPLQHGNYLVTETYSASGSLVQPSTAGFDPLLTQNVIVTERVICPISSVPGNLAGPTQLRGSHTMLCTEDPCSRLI
# Arrestin-AP2 inh: inhibitors of beta-arrestin/AP2 binding, primary screen, biochemical, GPCR trafficking, flow cytometry | beta-arrestin 1 C-terminal peptide binding to AP2 beta2-adaptin appendage (human) | FITC-arrestin peptide / GST-AP2 beads; AP2 beta2 appendage carries R879A mutation | inhibition, % at 10 µM | 340,000 tested, 0.31% active | AID 504490, 2011;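 active means inhibition above a set limit, near 3 SD of compounds lacking own fluorescence, cut at about 54% in these data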;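 further: plate controls were DMSO wells for no effect and 5 µM unlabelled arrestin peptide for full effect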
#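 system = GST-tagged AP2 beta2-adaptin appendage (R879A) on 4 µm glutathione beads | reagent = FITC-labelled arrestin peptide probe, 50 nM final | schedule = compound with beads 12 min RT, then probe 1 h RT | signal = HyperCyt-sampled flow cytometry, FL1 channel, ex 488/em 535 nm | read-out = percent response from loss of bead-bound FITC fluorescence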
# DAGLB inh: DAGLB lipase inhibitors, primary screen, biochemical, fluorescence, HTS; inhibition, % at 5.17 µM; HEK293T DAGLB membrane lysate, EnzChek fluorogenic substrate; 340,000 tested, 0.059% active; AID 504411, 2011; Diacylglycerol lipase-beta (Homo sapiens), Q8NCG7; in the data active means inhibition above about 34%;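 further: 0% = enzyme with vehicle and 100% = wells lacking enzyme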
# * marks the source's active call; other numbers are inactive results; / = not tested or not shown. Hits appear at their usual frequency; any-hit rate near 2.4%.
SMILES,HTR5A ag,V-ATPase pHluor,PKA-R1A act,OPRM1-OPRD1 ag,HTR5A inv ctr,OPRM1-OPRD1 inv,PKA-R2B activ,Pemphigus Ab inh,Arrestin-AP2 inh,DAGLB inh
Cc1ccc(S(=O)(=O)N2CCN(C(=O)CCc3c[nH]c4ccccc34)CC2)cc1,-1.2,0.6,-9.9,2.6,4.5,-13.5,-4.5,96.6,-7.8,0.1
CCC(CC)NC(=O)Nc1ccc(F)cc1F,4.1,-2.8,-5.4,-5.6,20.4,27.8,-3.9,86.3,-1.0,-1.8
CCCCN(C(=O)c1cccc(S(=O)(=O)N2CCCC2)c1)c1c(N)n(CCC)c(=O)[nH]c1=O,2.6,0.7,-0.7,-0.9,-6.0,3.8,-8.8,102.7,28.7,-1.7
CCOc1ccc(S(=O)(=O)n2cc(-c3ccc(F)cc3)c(N)n2)cc1,1.7,-3.4,9.1,1.8,4.8,-10.0,8.2,98.0,12.2,-4.0
NS(=O)(=O)c1ccc(CCNC(=O)COC(=O)CCN2C(=O)C3CC=CCC3C2=O)cc1 (configuration not stated),-4.0,-2.0,-4.5,-2.9,4.8,11.5,1.4,100.0,26.6,-2.5
O=C(c1ccc(Cl)cc1)c1cnc2ccccn12,-2.9,1.0,-13.5,-3.1,25.4,16.3,-10.5,80.3,17.6,-2.8
COc1ccc(NS(=O)(=O)c2ccc3c(c2)oc(=O)n3C)c(OC)c1,-6.9,-1.5,2.1,-2.6,18.3,13.0,0.3,108.3,3.4,-8.9
O=C(COC(=O)c1ccccc1F)NC1CC1,-0.2,1.6,-5.7,1.6,0.4,-6.4,-1.3,103.2,24.9,1.8
Cc1cc(NC(=O)CSc2nnnn2-c2cc(Cl)ccc2C)no1,-2.5,-2.2,10.5,-0.1,6.7,0.3,-0.9,/,17.7,-3.6
Cc1sc(NC(=O)CSc2nnnn2C(C)C)c(C#N)c1C,0.0,-2.2,-14.2,-2.1,-14.2,11.1,-13.1,97.7,32.4,-2.4
COc1cccc(/C=N/NC(=O)C(=O)N2CCCCCC2)c1O,-1.9,-5.0,-0.9,0.1,-30.6,-0.9,1.1,102.5,30.8,0.1
O=C(CNC(=O)c1ccc(Br)cc1)OCc1cc([N+](=O)[O-])cc2c1OCOC2,-1.4,2.2,-2.2,-1.3,3.4,6.2,-5.0,114.8,-11.1,-2.2
CCc1ccc(NC(=O)[C@H](NC(=O)[C@@H]2Cc3ccccc3CN2)c2ccccc2)cc1,0.0,-3.7,-4.1,-0.7,-18.1,3.4,-7.4,97.7,3.7,-1.6
Cn1c(Cn2c(=O)sc3ccccc32)nnc1SCC(=O)Nc1ccc(Cl)cc1,3.5,4.3,-9.1,4.5,-9.7,-22.9,2.0,94.6,2.9,-1.3
O=C(Nc1cc(=O)[nH]c2ncnn12)c1ccccc1Cl,-4.4,0.4,-0.4,-2.1,-3.6,10.7,1.6,91.5,12.6,-3.1
CCOC(=O)CN(Cc1sccc1C)C(=O)Nc1ccc(OC)cc1OC,2.0,-0.1,-6.3,-2.1,-8.6,12.8,9.6,92.1,10.2,-4.0
CC(=O)Nc1ccc(OC(=O)CC2SC(=O)NC2=O)cc1 (configuration not stated),0.9,0.6,-3.8,-3.2,-2.6,16.2,-0.3,/,3.4,-1.1
CCN1CCN(C(=O)NS(=O)(=O)c2ccc(C)cc2)CC1,-4.3,-1.7,-1.4,-3.8,16.8,17.9,-8.2,97.0,-7.3,-0.8
CCOC(=O)C1CCN(C(=O)Cn2cc(C(=O)c3ccco3)c3ccccc32)CC1,-2.8,-0.8,5.2,-2.0,15.9,11.7,4.5,122.0,-12.5,0.2
Cc1ccc(OCC(=O)Nc2nnc(S(=O)(=O)N3CCCCCC3)s2)cc1,2.5,-0.2,10.6,2.1,-7.3,-12.5,0.1,97.7,-0.7,7.3
COC(=O)n1c(SC)nc2ccccc21,3.3,0.0,0.6,-1.7,7.1,7.0,-0.8,112.1,15.8,-1.0
Cc1ccc(C)c(NC(=O)c2ccc3nccnc3c2)c1,8.5,-2.1,2.8,-3.6,-22.8,19.4,-10.5,105.3,32.6,-3.1
COc1ccc(OC)c(CN2CCN(Cc3cccc4ccccc34)CC2)c1,0.1,-1.4,-4.5,4.6,-34.8,-23.1,-4.2,115.0,-2.9,-2.2
COC(=O)CSc1nc(COc2ccccc2)nc2ccccc12,2.0,1.3,13.1,-1.0,-7.5,4.9,-1.1,104.4,-3.5,-2.8
Cc1c(Cc2ccccc2)c(=O)oc2c(C)c(OCC(=O)NCC3CCC(C(=O)O)CC3)ccc12 (configuration not stated),5.9,-0.5,-9.5,-1.3,-14.6,6.6,0.2,98.5,-1.6,-3.1

# The closing 2 entries of the part above lead into the next.
SMILES,HTR5A ag,V-ATPase pHluor,PKA-R1A act,OPRM1-OPRD1 ag,HTR5A inv ctr,OPRM1-OPRD1 inv,PKA-R2B activ,Pemphigus Ab inh,Arrestin-AP2 inh,DAGLB inh
COC(=O)CSc1nc(COc2ccccc2)nc2ccccc12,2.0,1.3,13.1,-1.0,-7.5,4.9,-1.1,104.4,-3.5,-2.8
Cc1c(Cc2ccccc2)c(=O)oc2c(C)c(OCC(=O)NCC3CCC(C(=O)O)CC3)ccc12 (configuration not stated),5.9,-0.5,-9.5,-1.3,-14.6,6.6,0.2,98.5,-1.6,-3.1
Cc1ccccc1-n1c(Cn2c(=O)sc3ccccc32)nnc1SCC(=O)N1CCCC1,-5.5,-1.4,-9.3,-1.7,15.3,8.6,5.1,107.0,6.8,-1.1
Cc1nc(Nc2ccc3c(c2)OCCO3)c2c(C)c(C)sc2n1,-4.5,1.2,1.1,-1.5,-14.1,7.7,1.2,90.3,30.8,0.2
N=C1/C(=C\c2coc3ccccc3c2=O)C(=O)N=C2SC(c3ccncc3)=NN12,0.2,-2.3,-0.3,-1.4,-0.7,7.0,-5.1,101.1,19.7,-24.3
COc1ccc(CN2C(=O)c3ccccc3C2C(=O)NCCc2ccccc2)c(OC)c1 (configuration not stated),0.4,-4.1,-15.2,-2.1,-1.2,11.6,-3.8,95.3,13.1,-0.1
Cc1ccc(-c2cc(C(F)F)nc(NCc3cccnc3)n2)cc1,0.5,-3.4,-23.3,0.8,-20.5,-4.5,-7.7,84.7,0.5,-1.1
O=C(CC1CCCCC1)N1CCC(c2nc(-c3ccc(S(=O)(=O)N4CCCC4)cc3)no2)CC1,0.9,1.5,-4.3,2.5,-9.8,-13.6,-5.1,90.3,22.5,-1.3
COc1ccccc1OCCNC(=O)c1ccc2c(c1)OCCO2,-4.0,1.5,-7.3,-2.2,10.1,12.1,-4.7,105.2,7.8,-5.7
COc1ccc(-c2noc(CSc3nc(N)c(-c4ccccc4)c(=O)[nH]3)n2)cc1,9.6,0.2,-9.5,-0.3,-9.8,1.9,-4.8,82.2,-8.4,-0.9
CN1CCC(=O)N(CCSc2ccc(Br)cc2)CC1,-0.2,-2.2,0.4,-0.8,0.4,4.2,-10.2,103.0,1.1,1.1
CC(C)c1nc2c(s1)CCc1onc(-c3ccc(Cl)cc3)c1-2,-0.1,2.5,-20.4,-3.2,-0.4,17.9,-8.9,96.2,-12.5,-11.1
O=S(=O)(c1cccs1)N1CCC(CO)(Cc2cccc(F)c2)CC1,-0.8,1.5,-5.3,-2.8,20.9,14.6,-15.6,101.1,-3.8,-4.9
COc1ccccc1CCC(=O)N1CCN(S(=O)(=O)c2cccc(F)c2)CC1,-1.0,-0.1,-0.9,-1.7,-5.4,10.7,-4.4,97.9,-10.0,0.0
Cc1ccc(C(=O)Oc2ccc([N+](=O)[O-])cc2)cc1S(=O)(=O)N1CCCCCC1,-4.0,-0.3,-5.9,-3.3,23.3,17.3,3.2,96.1,3.6,5.7
CC1(C)OC(C)(C)/C(=C\c2ccccc2[N+](=O)[O-])C1=O,-0.4,7.8,1.5,2.1,1.5,-9.4,-8.2,105.6,3.0,-6.9
O=S(=O)(c1ccc2nc(SCc3ccc(Cl)cc3)[nH]c2c1)N1CCOCC1,1.5,1.8,-4.1,0.0,-3.9,-0.2,-8.8,101.9,-5.3,0.1
CCOc1ncccc1C(=O)OC(C)C(=O)Nc1ccc(CC)cc1 (configuration not stated),2.9,-0.5,11.6,2.4,-7.9,-12.7,5.7,114.4,9.0,-11.3
Cc1ccc(NC(=O)Cc2nnc(SCC(=O)NC3CCCC3)n2C)cc1C,-1.5,6.6,3.1,-1.7,-8.6,8.9,-0.5,108.1,-11.5,-2.0
COCCCn1c(=O)/c(=C\c2cccc(OC)c2OC)s/c1=C(/C#N)C(=O)Nc1ccc(C(=O)O)cc1,4.2,-3.6,-3.3,-0.9,-12.3,4.7,1.2,115.7,7.8,2.2
O=C(Nc1cccc([N+](=O)[O-])c1)c1ccc2nc(N3C(=O)CCC3=O)sc2c1,-6.4,-1.9,-5.7,-3.7,15.2,17.9,0.8,97.6,-4.6,0.3
Cc1cc(C)c(NC(=O)CO/N=C2\CCCc3nonc32)c(C)c1,3.2,0.5,-6.5,-2.3,-8.2,12.2,0.6,109.0,1.2,-0.1
O=C(CC1CCCC1)N1CCN(S(=O)(=O)c2c(F)cccc2F)CC1,/,-0.2,-1.8,/,/,/,3.0,103.2,/,2.7
Cc1ccc(-c2nc(CS(=O)(=O)CC(=O)NCc3ccc4c(c3)OCO4)c(C)o2)cc1,3.0,0.8,2.2,0.2,-12.0,-1.2,-4.6,84.8,6.9,-0.5
CCn1c(/C=C2/C(=O)N(C)c3ccccc32)nc2ccccc2c1=O,2.5,2.4,-12.4,-2.5,5.2,14.3,0.2,103.2,-9.6,7.2
COc1cc(C2C(C(=O)Nc3ccccc3OC)=C(C)Nc3ncnn32)ccc1O (configuration not stated),0.1,-0.2,6.9,0.1,-0.2,-0.6,-6.2,104.0,24.2,3.8
O=C1COc2ccc(C(=O)COC(=O)c3cc(S(=O)(=O)NCc4ccccc4)ccc3O)cc2N1,6.6,3.2,2.6,-2.8,0.5,14.3,-7.7,87.5,5.3,3.0
Cc1csc(NC(=O)C2CCCO2)n1 (configuration not stated),-7.2,-2.4,-1.7,-1.6,18.8,7.7,3.0,100.9,-1.2,0.8
O=C(Nc1cccc(C(=O)O)c1)/C(=C\c1ccccc1)NC(=O)c1ccccc1,1.0,-0.1,1.3,-2.1,-2.8,11.1,-3.9,109.7,-2.2,2.1
